DENV2 CPE: DENV2-induced cell death inhibition; DENV2-infected cells, cytopathic effect rescue, plate reader; CPE inhibition, % at 9.99 µM; 350,000 compounds, 1.7% hits; AID 651640; in the data active = CPE inhibition above about 20%, passing the limit was not always enough; inconclusive = no clear call, values can overlap the other calls; tested in BHK-21 cells;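 also: 0% = median of neutral control wells and 100% = median of positive control wells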
miR-122 sensor: blocks miR-122 activity in Huh7 sensor cells | Huh7 miR-122 Renilla luciferase sensor, 48 h; neutral wells = 0, positive control = 100 | activation (reporter increase), % at 12.5 µM | 340,000 compounds, 0.3% hits;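 active = mean replicate activation score at least 90 and every replicate individually at or above 90; inconclusive = only one of the two criteria met; inactive = neither criterion met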;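 also: higher luciferase means less miR-122 activity so hits act as miR-122 inhibitors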
INS-1E GSIS act: primary screen for activators of insulin secretion dependent on glucose, INS-1E cells, GLuc reporter luminescence; AID 743287; INS-1E GLuc reporter insulin secretion, 2-3 h; activation, % at 16.6 µM; 370,000 compounds, 0.61% hits;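 active = lowest replicate activation of at least 40%, so every replicate reaches that level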;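 also: 0% = median of neutral control wells and 100% = median of IBMX positive control wells; some compounds called inactive have numbers as strong as hits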
FN deposit inh: fibronectin deposition inhibition; AH1F fibroblasts, Alexa488-fibronectin deposition fluorescence, overnight; inhibition, % at 12.6 µM; 350,000 compounds, 0.086% hits;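 active = mean inhibition across replicates of 30% or more, regardless of how many single replicates reach that level; inconclusive = mean under 30% yet at least half of replicates reach 30%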;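 also: positive control wells lacked labelled fibronectin entirely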
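Test system: AH1F fibroblast monolayer depositing Alexa488-labelled fibronectin into matrix. Input: 10000 cells per well. Technique: fluorescence, ex 485 nm, em 525 nm. Buffer or medium: DMEM plus 2% serum, read in PBS. Timing: 1 h cell adhesion before compound, then overnight fibronectin incubation. Compound: single dose, pinned. Read-out basis: inhibition from reduced deposited-fibronectin fluorescence.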
PAX8 reporter: lowers PAX8-driven luciferase in RMG-I cells; RMG-I TPO-luciferase reporter, SteadyGlo, 24 h; inhibition, % at 12.6 µM; 360,000 compounds, 1.2% hits;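 active = mean replicate inhibition at least 60% with every replicate also reaching 60%; inconclusive = only one of the two criteria is met; inactive = mean below 60% and not all replicates reaching 60%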;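 also: luciferase light reporting Pax8 driven TPO promoter activity; plate controls were median of neutral control wells for no effect and mitoxantrone controls for full effect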
F508del corr: correctors of CFTR F508del function in bronchial epithelial cells. CFBE cells, YFP halide quenching; stimulated with forskolin plus potentiator P3; % fluorescence drop versus neutral controls. activity (quench increase), % at 7.58 µM. 350,000 compounds, 0.36% hits. AID 720511;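 active = mean added fluorescence quench of at least 8% versus neutral control, with both replicates also reaching 8%; inconclusive = only one of the mean or replicate conditions met; inactive = mean below 8% and not both replicates reaching 8%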;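 also: cells transiently co-express mutant CFTR-F508del with the halide-sensitive YFP; corrector assay measuring rescue of mutant channel to the surface after 24 h compound exposure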
EWS-Fli inh: inhibitors of EWS/Fli oncoprotein transcriptional activity; inhibition, % at 12.6 µM; 350,000 compounds, 0.67% hits; A673 NR0B1-luciferase reporter, viability-normalised;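 active = mean inhibition of at least 50% after viability correction, with every replicate also passing that limit; inconclusive = mean reaches 50% but only one of two replicates passes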;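 also: firefly luciferase signal divided by Alamar Blue viability fluorescence both relative to DMSO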
The depositor's hits bear a star; ? = inconclusive; . = not tested or not shown; [ ] = dose if it differs, or a comment.

SMILES	DENV2 CPE	miR-122 sensor	INS-1E GSIS act	FN deposit inh	PAX8 reporter	F508del corr	EWS-Fli inh
CCCN1[C@@H]2c3cccc(=O)n3C[C@H]1[C@H](CO)[C@H]2C(=O)N[C@@H](C)c1ccccc1	6	.	22	.	.	-0.5	-7
Cc1c(Br)c(-c2n[nH]c(=S)n2Cc2ccco2)nn1C	.	.	18	7	4	.	.
O=C(NC(=O)N1CCN(c2cccc(Cl)c2)CC1)c1ccc(Cl)cc1	-10	-2	-5	5	-7	-2.9	-5
Cc1nc2c(sc(=S)n2Cc2ccco2)c(=O)n1CC(=O)Nc1cc(F)ccc1F	-3	.	8	-11	1	-4.0	7
C=CCNC(=O)/C(C#N)=C/c1ccc(SC)cc1	2	.	-8	0	13	-1.9	-6
COc1ccccc1NS(=O)(=O)c1ccc(S(=O)(=O)N2CCOCC2)cc1	7	.	-2	0	9	1.0	2
NCCCC(N)(C(=O)O)C(F)F (centres undefined)	18	5	0	-8	0	-1.7	-3
COC(=O)C1=C(C)Nc2sc(C(N)=O)c(N)c2C1c1ccncc1 (centres undefined)	3	-10	1	3	11	0.6	1
Cc1ccc(S(=O)(=O)N(C)C[C@H]2Oc3c(NS(=O)(=O)c4ccc(Cl)cc4)cccc3C(=O)N([C@H](C)CO)C[C@H]2C)cc1	-5	7[16.7 µM]	-10	.	-2	-0.8	-4
COc1cccc(-c2cc(C(=O)N3CCN(Cc4ccccc4)CC3)no2)c1	.	-8	1	.	.	-2.4	-8
COc1ccc(N(C(=O)c2cccnc2)S(=O)(=O)c2ccc(Cl)cc2)cc1	-5	22	-25	1	8	-2.5	1
CCN(C(=O)CSc1nnc(COc2ccccc2F)n1N)c1c(N)n(Cc2ccccc2)c(=O)[nH]c1=O	-5	-5	.	1	5	-4.1	-1
COC(=O)CSc1nnc(-c2ccc(OC)c(OC)c2)o1	-10	8	22	2	1	0.1	12
Cc1ccccc1C(=O)N[C@H](C(=O)OCC(=O)c1ccc[nH]1)C(C)C	0	14	13	.	-12	3.2	-4
CC(Sc1ncn[nH]1)C(=O)Nc1cc(C(F)(F)F)ccc1Cl (centres undefined)	0	-4	-9	3	0	-7.0	13
CCCN(C)C[C@@H]1Oc2ncc(-c3ccccc3F)cc2C(=O)N([C@@H](C)CO)C[C@@H]1C	39*	0[16.7 µM]	23	.	.	-1.6	-9
Cc1cc(N2CCN(C(=O)OC(C)(C)C)C[C@@H]2C)ccc1N1CCS(=O)(=O)CC1	?	.	20	-2	-5	-1.5	-1
N#C[C@H]1[C@@H](c2ccccc2-c2cccc(F)c2)[C@H](CO)N1C(=O)c1cccnc1	18	.	-7	0	.	0.8	-1
O=C(Nc1ccc(-c2ccccc2)cc1)c1ccccc1	-2	-5	13	-5	17	-1.3	12
Cc1cccc(N2CCN(C(c3ccc(N(C)C)cc3)c3nnnn3C(C)(C)C)CC2)c1C (centres undefined)	.	0	.	-9	-4	.	.
CCOCCOC(=O)COc1ccc2c(-c3ccccc3)cc(=O)oc2c1	-1	.	6	-4	-17	0.7	7
COc1ccc(OC)c(S(=O)(=O)N2CCCC(C(=O)NCc3ccncc3)C2)c1 (centres undefined)	3	7	21	10	-2	-0.1	-7
O=S(=O)(N[C@H]1CC[C@H](CCn2cc(C3CC3)nn2)O[C@@H]1CO)c1ccc(F)cc1	8	3[16.7 µM]	-14	.	6	1.0	0
CS(=O)(=O)NCCNc1ncc(C(F)(F)F)cc1Cl	2	1	4	-11	-19	-1.2	-12
CCC(=O)N(C)C[C@@H]1Oc2cc(C3=CCCC3)ccc2S(=O)(=O)N([C@@H](C)CO)C[C@@H]1C	-16	9[16.7 µM]	15	.	.	-1.9	4
More compounds
SMILES	DENV2 CPE	miR-122 sensor	INS-1E GSIS act	FN deposit inh	PAX8 reporter	F508del corr	EWS-Fli inh
C[C@@H]1CCCCO[C@H](CN(C)C(=O)Nc2ccc(F)cc2)[C@@H](C)CN([C@H](C)CO)C(=O)c2cc(NC(=O)NC3CCCCC3)ccc2O1	0	8[16.7 µM]	-1	.	-1	2.3	4
O=C1c2ccccc2C(=O)N1CC(O)COc1cccc2ccccc12 (centres undefined)	-2	.	17	.	-2	-1.0	-7
Cc1ccc(S(=O)(=O)N(C)C[C@@H]2OCCCC[C@@H](C)Oc3ccc(NC(=O)Nc4ccccc4)cc3C(=O)N([C@H](C)CO)C[C@@H]2C)cc1	-4	9[16.7 µM]	8	-13	.	1.3	0
Cn1nc(-c2ccc(NCCO)c([N+](=O)[O-])c2)c2ccccc2c1=O	0	2	19	1	-19	3.0	5
C[C@@H]1CCCCO[C@@H](CN(C)C(=O)Nc2ccc(F)cc2)[C@@H](C)CN([C@@H](C)CO)C(=O)c2cc(NC(=O)Cc3ccccc3)ccc2O1	-7	.	-7	.	.	-0.2	2
Cc1cc(Br)cn2c(Cc3cccc(Cl)c3)c(-c3cccc(Cl)c3)nc12	-14	.	-35	-6	18	1.0	4
COc1cc(C(=O)OCn2nnc3ccccc3c2=O)cc(OC)c1OC	.	-10	.	8	-19	.	.
O=C(O)c1ccccc1CN1C[C@H]2O[C@H](CNS(=O)(=O)c3ccc(Cl)cc3)CC[C@H]21	2	.	.	.	6	0.9	8
O=C(N[C@H]1CC[C@H](CCNC(=O)C2CCOCC2)O[C@H]1CO)c1ccncc1	-8	.	9	7	-2	-0.8	16
CO[C@H]1CN(C)C(=O)c2cc(NC(=O)Nc3ccccc3)ccc2OC[C@H](C)N(C(C)=O)C[C@@H]1C	0	-7[16.7 µM]	-9	-5	.	-2.6	-5
CN1CCN(C(=O)C[C@@H]2C=C[C@H](NC(=O)c3ccc4c(c3)OCO4)[C@H](CO)O2)CC1	-4	.	-2	4	-1	0.9	1
CCN(c1ccccc1)S(=O)(=O)c1cc2c(cc1C)n(C)c(=O)c(=O)n2C	-6	4	0	4	-4	-1.4	4
O=C(CCCC(=O)OCC(=O)c1ccc(Cl)cc1)NC1CCCCC1	?	-4	1	4	.	-3.7	5
CCN1C(=O)C(=O)N(CC(=O)Nc2cc(C)ccc2C)C1=O	7	-4	-11	0	-12	0.0	1
CCN(CC)S(=O)(=O)c1ccc(OCC(=O)NC2CCS(=O)(=O)C2)c([N+](=O)[O-])c1 (centres undefined)	?	.	6	0	6	0.7	-9
COc1ccc(CCNC(=O)CSc2n[nH]c(N)n2)cc1	-2	.	5	5	-16	1.7	3
COc1ccc(-c2cc(C(=O)NN)[nH]n2)cc1	9	.	9	4	29	.	-5
CCCNC(=O)N1[C@H](CO)[C@@H](c2ccccc2)[C@@H]1CNC(C)=O	-11	-7[16.7 µM]	-7	-1	-6	1.5	0
CC(=NNC(=S)N1CCCCC1)c1cccc(C)n1	0	.	8	1	4	12*	4
O=C(Nc1ccccc1)C(=O)Nc1cccnc1	5	-6	.	-2	-68	2.7	-8
COc1cccc(NC(=S)N(Cc2ccccn2)Cc2ccccc2Cl)c1	-4	.	45	-2	-12	-0.6	4
C[C@H](CO)N1C[C@H](C)[C@H](CN(C)C(=O)C2CCOCC2)Oc2ncc(-c3ccccc3F)cc2C1=O	.	4[16.7 µM]	5	.	-20	-0.3	-2
O=C(Nc1ccccc1)[C@H]1[C@H](CO)[C@H]2Cn3c(cccc3=O)[C@@H]1N2C(=O)c1ccc(F)cc1	0	1[16.7 µM]	7	-6	-6	-0.4	7
O=S1(=O)CC(N2CC=CC2)CN1Cc1cn(Cc2ccccc2)nn1 (centres undefined)	2	.	-4	-2	-2	1.0	-8
Cc1ccc(Sc2ncnc(N)c2[N+](=O)[O-])cc1	.	.	8	-4	4	.	.

Four of the compounds above, with two lines to a compound.
Below each compound: DENV2 CPE | miR-122 sensor | INS-1E GSIS act | FN deposit inh | PAX8 reporter | F508del corr | EWS-Fli inh
- COc1cc(C(=O)OCn2nnc3ccccc3c2=O)cc(OC)c1OC
→ . | -10 | . | 8 | -19 | . | .
- O=C(O)c1ccccc1CN1C[C@H]2O[C@H](CNS(=O)(=O)c3ccc(Cl)cc3)CC[C@H]21
→ 2 | . | . | . | 6 | 0.9 | 8
- O=C(N[C@H]1CC[C@H](CCNC(=O)C2CCOCC2)O[C@H]1CO)c1ccncc1
→ -8 | . | 9 | 7 | -2 | -0.8 | 16
- CO[C@H]1CN(C)C(=O)c2cc(NC(=O)Nc3ccccc3)ccc2OC[C@H](C)N(C(C)=O)C[C@@H]1C
→ 0 | -7[16.7 µM] | -9 | -5 | . | -2.6 | -5

(continued)
SMILES	DENV2 CPE	miR-122 sensor	INS-1E GSIS act	FN deposit inh	PAX8 reporter	F508del corr	EWS-Fli inh
CC1(C(=O)Nc2cccc(NS(C)(=O)=O)c2)CCN1Cc1ccccc1OC(F)F (centres undefined)	0	-2	.	1	-6	-5.5	-25
CC(C)C[C@@H](CO)N1CCN(Cc2ccccc2)CCC1=O	.	-6	-6	2	-8	-0.6	-6
Cc1cccc(C(=O)NCC(=O)Nc2ccncc2)c1	5	-2	5	4	.	0.8	0
O=S(=O)(N[C@H]1CC[C@@H](CCn2cc(Cc3ccccc3)nn2)O[C@@H]1CO)c1ccccc1F	0	.	-14	2	.	-1.2	.
C[C@@H]1CN([C@H](C)CO)C(=O)c2cc(C#Cc3ccccc3)cnc2O[C@@H]1CN(C)Cc1ccccn1	9	-4[16.7 µM]	-10	-14	7	3.8	-11
O=C1c2ccccc2C(c2nnnn2-c2ccc3c(c2)OCCO3)N1CCc1c[nH]c2ccccc12 (centres undefined)	-5	.	0	2	16	-2.2	-10
Cc1nc2ccccc2c2c1CC(C(C)(Cl)Br)O2 (centres undefined)	0	-2	-47	-8	16	3.0	22
CCCn1nc(NC(=O)C2CCCO2)c2cc3ccc(C)cc3nc21 (centres undefined)	-3	-6	9	-2	-13	2.1	3
COc1ccc(S(=O)(=O)N2CCCCCC2)cc1C(=O)NC1(C)CCS(=O)(=O)C1 (centres undefined)	0	-6	-6	1	.	-0.1	11
COC(=O)[C@@H](NCc1cccc(CN[C@H](C(=O)OC)C(C)C)c1)C(C)C	7	-1	2	-8	-27	0.9	1
C[C@@H]1CN([C@H](C)CO)C(=O)c2cc(C#Cc3ccncc3)cnc2O[C@H]1CN(C)CC1CCOCC1	?	-10[16.7 µM]	9	3	.	-0.7	-30
Cc1cc(-c2ccc(C)c(S(=O)(=O)NCCCN3CCN(c4ccccc4)CC3)c2)on1	15	-4	-23	-1	40	1.6	.
CCOC(=O)C1(C)CCN1C(=O)c1cccc(OC(F)(F)F)c1 (centres undefined)	-8	-2	-4	-1	1	-5.7	-3
CCOC(=O)CC1(Cc2ccccc2)Oc2ccccc2O1	-11	.	42	2	-12	-2.0	-2
COc1ccccc1CNC(=O)CCCC(=O)n1ncc2cc(C)ccc21	-2	2	5	8	-10	0.1	-6
Cc1ccsc1/C=C/C(=O)O	.	-5	13	-6	-8	1.0	0
Cc1ccc(S(=O)(=O)N2C[C@H]3[C@H]4C(=O)N(c5ccccc5)C(=O)[C@H]4C[C@H](OC(=O)NCc4ccccc4)[C@@]3(O)C2)cc1	16	-6	-7	3	9	2.1	-16
O=C(C[C@@H]1C=C[C@H](NC(=O)C2CCOCC2)[C@H](CO)O1)NCc1ccncc1	-3	.	4	-1	4	-0.2	7
Cc1cc(C)c(C#N)c(Sc2ccc(N)cc2)n1	.	.	13	3	13	.	.
COc1ccc(Cn2cc(CN3CC(N4CCN(CCN(C)C)CC4)CS3(=O)=O)nn2)cc1 (centres undefined)	9	.	21	-8	-10	-2.8	7
CC(C)CC#Cc1ccc([C@@H]2[C@H]3CN(C(=O)c4cnccn4)CC(=O)N3[C@H]2CO)cc1	?	.	-7	.	.	2.6	2
CN(C)CCN1CCN(C2CN(Cc3cn(Cc4ccc(Cl)cc4)nn3)S(=O)(=O)C2)CC1 (centres undefined)	0	.	32	-2	5	2.1	9
CCn1c(SCC(=O)NC2CC2)nnc1-c1cccc(OC)c1	3	-10	14	4	3	0.8	3

Assay outcomes from PubChem.
